Screening data (PubChem)
KDM5B inh: Primary screen for KDM5B Histone Demethylases FDH-coupled qHTS; actives 2.6% (n = 220,000); Lysine-specific demethylase 5B (Homo sapiens), Q9UGL1; Potency, µM (series often up to 57.7 µM), for inactives: top-dose activity change, negative = inhibition, actives largely listed as inhibitors; KDM5B demethylase, FDH-coupled NADH fluorescence (FDH is formaldehyde dehydrogenase); active = well fitted inhibition curve with a large enough effect; inconclusive = small, poorly fitted or top-dose-only effect; inactive = no such curve, though single readings can be large or run the other way; also: 0% is about no effect; nearly all actives have a fitted effect of over 70% in size
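Measured: NADH fluorescence change, 30 min, RT. System: KDM5BΔAP 200 nM final, H3K4me3 peptide, α-KG, Fe(II), ascorbate, NAD⁺ plus FDH, pH 7.5 HEPES. Compounds: titrated, 10 min pre-incubation with enzyme.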
Numbers without * were called inactive; [ ] = another dose, or the depositor's remark. Potency is read from the fitted curve at half-maximal effect.

How did CN1CCC2(C1)CN(CC1CCOCC1)c1ccc(C(=O)NCCc3ccccc3)cc12 (stereo not given) do in these assays?
KDM5B inh: 32µM*

Results for CC(C(=O)N1CCNC1=O)N1CCC(c2nc3ccccc3o2)CC1 (stereo not given) ?
KDM5B inh: -8%

What do the screens show for `CC(C)c1ccc(NC(=O)O[C@@H]2CO[C@H]3[C@@H]2OC[C@@H]3NS(=O)(=O)Cc2ccccc2)cc1`?
KDM5B inh: -6%

How did Cc1ccc(-c2nn(-c3cccc(F)c3)cc2CN(C)CCO)o1 do in these assays?
KDM5B inh: 25µM*

How did O=S(=O)(c1ccccc1)N1CCCC(CN2CCCC2)CC1 (stereo not given) do in these assays?
KDM5B inh: -31%

Results for CCOc1ccc(C(=O)NCC(c2ccc3c(c2)OCO3)N2CCOCC2)cc1 (stereo not given) ?
KDM5B inh: 5%

What do the screens show for `COc1cc(NC(=O)CN(C)S(=O)(=O)c2ccc3c(c2)CCCC(=O)N3)cc(OC)c1OC`?
KDM5B inh: -19%

How did Cc1ccc(NC2CCCN(C(=O)CSc3ccccn3)C2)cc1C (stereo not given) do in these assays?
KDM5B inh: inconclusive

What do the screens show for `COc1ccccc1C1N=C(Nc2nc3ccccc3o2)NC2=C1C(=O)CC(C)(C)C2` (stereo not given)?
KDM5B inh: 8%

How did CC(C)C(NS(=O)(=O)c1ccc2c(c1)oc(=O)n2C)C(=O)NCc1ccccc1 (stereo not given) do in these assays?
KDM5B inh: 5%

What do the screens show for `COc1ccc(CNC(=O)Cn2c(C)cc3nc4n(c(=O)c32)CCCC4)cc1OC`?
KDM5B inh: -4%

Results for CS(=O)(=O)Nc1ccccc1C(=O)N1CCN(C(c2ccccc2)c2ccccc2)CC1 ?
KDM5B inh: -7%

What do the screens show for `CCOC(=O)c1scc(-c2ccccc2)c1S(=O)(=O)Nc1ccccc1F`?
KDM5B inh: inconclusive

What do the screens show for `O=C(CCC(=O)N1CCCCCC1)Nc1ccc2nc(NC(=O)c3ccccc3)sc2c1`?
KDM5B inh: 7%

What do the screens show for `CCOC(=O)CC(NC(=O)c1cc2cc(OC)ccc2oc1=O)c1ccc(OC)cc1` (stereo not given)?
KDM5B inh: -41%

How did CCCC(=O)Nc1ccc2oc(-c3cccnc3)nc2c1 do in these assays?
KDM5B inh: inconclusive

What do the screens show for `CC(C)n1ncc2cc(NC(=O)c3ccc(Cl)c(S(=O)(=O)N4CCCCC4)c3)cnc21`?
KDM5B inh: 12%

What do the screens show for `C[S+](=O)([O-])N1Cc2ccccc2CC2(CCCN2Cc2ccncc2)C1` (stereo not given)?
KDM5B inh: 0%[115 µM]

What do the screens show for `COc1ccc(CCNC(=O)C(CCS(C)(=O)=O)N2Cc3ccccc3C2=O)c(OC)c1OC` (stereo not given)?
KDM5B inh: 22%

What do the screens show for `N#CCOc1ccc2c(=O)c(-c3ccc(Cl)cc3)c(C(F)(F)F)oc2c1`?
KDM5B inh: -19%

Results for O=C(COC(=O)C1CC(=O)N(NC(=O)c2ccccc2)C1)c1ccc(Br)cc1 (stereo not given) ?
KDM5B inh: 16%

What do the screens show for `Cc1ccc(C)c(CN2CCC(CNC(=O)C(CC(C)C)N3Cc4ccccc4C3=O)CC2)c1` (stereo not given)?
KDM5B inh: -5%

What do the screens show for `CCc1cc2c(CSc3nnnn3-c3ccccc3)cc(=O)oc2cc1O`?
KDM5B inh: -8%

How did Cc1cccc(C(=O)Nc2c(-c3ccccc3)nc3cc(C)ccn23)c1 do in these assays?
KDM5B inh: -14%

Results for COc1ccc(CNC(=O)Cn2c(=O)n3nc(-c4ccc(OC)cc4)nc3c3ccccc32)cc1 ?
KDM5B inh: -16%

What do the screens show for `CC(=O)Nc1ccc(CN2C[C@H](O)C[C@H]2c2nc(-c3cccc([N+](=O)[O-])c3)no2)cc1`?
KDM5B inh: inconclusive

What do the screens show for `COc1ccc(OC)c(CNC(=O)C2Cn3cccc3C(=O)N2C)c1` (stereo not given)?
KDM5B inh: -16%

How did N/C(=N\c1nc2ccccc2o1)NC(=O)c1ccccc1Br do in these assays?
KDM5B inh: inconclusive

Results for Fc1ccc(N2CCN(c3cnc4ccccc4n3)CC2)cc1 ?
KDM5B inh: 0%

How did COc1cccc(-c2ccnc3[nH]n(-c4ccccc4)c(=O)c23)c1 do in these assays?
KDM5B inh: -18%

Next part, starting with the last 3 of the part before.
How did N/C(=N\c1nc2ccccc2o1)NC(=O)c1ccccc1Br do in these assays?
KDM5B inh: inconclusive

Results for Fc1ccc(N2CCN(c3cnc4ccccc4n3)CC2)cc1 ?
KDM5B inh: 0%

How did COc1cccc(-c2ccnc3[nH]n(-c4ccccc4)c(=O)c23)c1 do in these assays?
KDM5B inh: -18%

What do the screens show for `COc1ccc(OC)c(/C=N\Nc2nccs2)c1`?
KDM5B inh: -22%

Results for Cc1cc(-n2cccn2)ccc1CN1CCN(CC(C)C)C(CCO)C1 (stereo not given) ?
KDM5B inh: 30%

What do the screens show for `COC(=O)c1nnn(-c2ccc(Cl)cc2)c1C(=O)OC`?
KDM5B inh: 25%

How did CNC(=O)c1sc(NCc2ccccc2OC)nc1C do in these assays?
KDM5B inh: -25%

How did Cc1cc(OC(C)C(=O)NCCCN2CCOCC2)ccc1Cl (stereo not given) do in these assays?
KDM5B inh: 13%

What do the screens show for `O=c1c2cccnc2n(Cc2ccc(Cl)cc2)c(=O)n1Cc1ccc(F)cc1`?
KDM5B inh: -22%

Results for CCN(c1ccccc1)c1nnc(NC(=O)Nc2ccccc2F)s1 ?
KDM5B inh: -10%

Results for COC(=O)CN1C(=O)[C@@H]2C[C@@H](O)CN2C2(CN(Cc3cccs3)C2)C1=O ?
KDM5B inh: 0%[86.2 µM]

How did COc1ccc(C2=C(C(C)=O)Sc3nnc(-c4ccc(Cl)cc4)n3N2C(C)=O)cc1OC do in these assays?
KDM5B inh: -24%

How did COc1ccc(CCN2C(=O)CSC2c2ccc(F)cc2)cc1 (stereo not given) do in these assays?
KDM5B inh: 1%

Results for COc1ccccc1-c1cc(C(F)(F)F)n2ncc(C(=O)N3CCc4ccccc4C3)c2n1 ?
KDM5B inh: 3%

Results for CC(NC(=O)c1ccccc1F)c1cc2ccccc2o1 (stereo not given) ?
KDM5B inh: 13%

Results for CC(C)(C)NC(=O)N1C[C@@H](Oc2cccnc2)C[C@H]1C(=O)N1CCOCC1 ?
KDM5B inh: 25%

Results for COc1cc(C(=O)Nc2ccc(C)cc2)c2ccccc2n1 ?
KDM5B inh: -11%

Results for COC(=O)c1ccc(Cn2c(SCc3cccc(C)c3)nc3ccncc32)cc1 ?
KDM5B inh: -1%

What do the screens show for `O=S1(=O)c2c(NCc3ccco3)cccc2Oc2ccccc2CN1Cc1cn(Cc2cccc(C(F)(F)F)c2)nn1`?
KDM5B inh: inconclusive

What do the screens show for `Cc1cn2nc(C(=O)NCc3ccc(C(F)(F)F)cc3)cc2c(N2CCCC2)n1`?
KDM5B inh: 28µM*

Results for COc1ccccc1N1CCN(C(=O)Cc2c(C(=O)O)c(C)cn2C)CC1 ?
KDM5B inh: -17%

Results for COC(=O)c1cnn(-c2ccccc2)c1/C=N/NC(=S)Nc1ccccc1 ?
KDM5B inh: 0%

What do the screens show for `Cc1ccccc1NC(=O)c1cc2sccc2n1Cc1ccc(F)cc1`?
KDM5B inh: inconclusive

How did O=C(CC1COCCN1)N1CCN(C/C=C/c2ccccc2)CC1 (stereo not given) do in these assays?
KDM5B inh: -22%

What do the screens show for `O=C(NCc1ccncc1)C1CN(Cc2cccnc2)CC12CCOCC2` (stereo not given)?
KDM5B inh: -35%

What do the screens show for `CCCS(=O)(=O)N1CC(c2noc(C3CCCN3CC3CC3)n2)C1` (stereo not given)?
KDM5B inh: 5%

What do the screens show for `COC(=O)N1CCCN(c2nc3ncccc3o2)CC1`?
KDM5B inh: 25µM*

What do the screens show for `CC(C)CCNC(=O)c1cccnc1N1CC2CC(C1)[C@H]1CCCC(=O)N1C2` (stereo not given in full)?
KDM5B inh: inconclusive

Results for CCc1ccccc1NC(=O)CSc1ncc2c(n1)-c1cc(Cl)ccc1N(Cc1ccccc1)S2(=O)=O ?
KDM5B inh: -21%

What do the screens show for `COc1ccc2[nH]c3c(c2c1)CCN(C(=O)CCC1CCCC1)C3c1ccc(F)cc1` (stereo not given)?
KDM5B inh: inconclusive

What do the screens show for `CCN1CCc2nc3sc(C(=O)Nc4cccc(Cl)c4C)c(N)c3cc2C1`?
KDM5B inh: inconclusive

What do the screens show for `Cc1cc(C(=O)N[C@@H]2CCC[C@@H](C(=O)NC3CC3)CC(=O)N(C)C2)nn1C`?
KDM5B inh: -11%[86.2 µM]

What do the screens show for `COc1ccc(NC(=O)O[C@@H]2CO[C@H]3[C@@H]2OC[C@@H]3NS(=O)(=O)c2ccccc2C#N)cc1`?
KDM5B inh: inconclusive

Results for Cc1ccc(C(=O)N2CCC(c3n[nH]c(=O)n3Cc3ccc(F)cc3)CC2)cc1C ?
KDM5B inh: 6%

What do the screens show for `CCOc1ccc(OCC)c(NS(=O)(=O)c2cc(-c3cc(C)no3)ccc2C)c1`?
KDM5B inh: -17%

What do the screens show for `CN(C)[C@H]1CCCCN(C(=O)c2cn(CCN3CCNCC3)nn2)C1`?
KDM5B inh: inconclusive

What do the screens show for `CCNC(=O)NC(=O)C(C)N(C)CC(=O)Nc1cccc2ccccc12` (stereo not given)?
KDM5B inh: -18%

How did COc1ccc(C(=O)N2CCN(c3nnc4cccc(C)n34)CC2)cc1F do in these assays?
KDM5B inh: 28µM*

How did COc1ccc(C(=O)N(c2ccc(C)c(Cl)c2)C2C=CS(=O)(=O)C2)cc1 (stereo not given) do in these assays?
KDM5B inh: 15%

How did C/C=C/C=C/C(=O)NC(C)c1ccc(F)cc1F (stereo not given) do in these assays?
KDM5B inh: 4%

How did COC(=O)c1ccc(NC(=O)c2cc3cc4ccc(OC)c(Cl)c4nc3s2)cc1 do in these assays?
KDM5B inh: inconclusive

Results for Cc1ccc(CNC(=O)NCCc2ncc(C)n2CC2CC2)cc1 ?
KDM5B inh: 17%

Results for Cc1cccc(S(=O)(=O)C(C#N)c2nc3ccccc3nc2N2CCN(c3ccccc3)CC2)c1 (stereo not given) ?
KDM5B inh: inconclusive

What do the screens show for `CC1(C(=O)NCc2ccco2)CN(Cc2ccccc2)Cc2ccc(N3CCOCC3)nc21` (stereo not given)?
KDM5B inh: 16µM*

How did CC(C)(C)c1ccc(CCC(=O)Nc2cccnc2)cc1 do in these assays?
KDM5B inh: 15%

How did CC(C)CS(=O)(=O)c1oc(-c2ccc(F)cc2)nc1S(=O)(=O)c1ccccc1 do in these assays?
KDM5B inh: inconclusive

Results for CCCS(=O)(=O)N1CCCC(C(=O)NCc2ccccc2)CCNC(=O)CC1 (stereo not given) ?
KDM5B inh: 24%

How did O=C(COc1ccccc1)N1CC(CNc2cccnc2)C2(C1)CN(c1ccccc1)C2 (stereo not given) do in these assays?
KDM5B inh: -31%[86.2 µM]

What do the screens show for `CCOC(=O)c1cccc(NC(=O)Cn2nc3c(cc2=O)CCCC3)c1`?
KDM5B inh: -39%

What do the screens show for `COc1ccccc1C(=O)N1CCC2(CC1)CN(c1ncccn1)CC2CO` (stereo not given)?
KDM5B inh: 25µM*

How did COc1cccc([S+](=O)([O-])N2CCCC3(CC(c4ccccc4)=NO3)C2)c1 (stereo not given) do in these assays?
KDM5B inh: 20%[115 µM]

What do the screens show for `O=C(Cc1ccc(F)cc1)NC1CCN(c2cc(C(F)(F)F)ncn2)CC1`?
KDM5B inh: 0%

How did COc1cccc(C(=O)N2CCC(C(=O)Nc3cccc(Cl)c3)CC2)c1 do in these assays?
KDM5B inh: 2%

3 neighbouring records out of the list so far, for reference:
What do the screens show for `CC1(C(=O)NCc2ccco2)CN(Cc2ccccc2)Cc2ccc(N3CCOCC3)nc21` (stereo not given)?
KDM5B inh: 16µM*

How did CC(C)(C)c1ccc(CCC(=O)Nc2cccnc2)cc1 do in these assays?
KDM5B inh: 15%

How did CC(C)CS(=O)(=O)c1oc(-c2ccc(F)cc2)nc1S(=O)(=O)c1ccccc1 do in these assays?
KDM5B inh: inconclusive

Other entries follow.
What do the screens show for `O=C1CC(c2ccccc2O)Cc2nc(N3CCN(c4ccccc4)CC3)ncc21` (stereo not given)?
KDM5B inh: 1%

How did Cc1cccc(COc2ccccc2/C=C(\C#N)c2nc3ccccc3[nH]2)c1 do in these assays?
KDM5B inh: -27%

How did Cc1nc2nc(-c3cccs3)[nH]c2cc1Br do in these assays?
KDM5B inh: inconclusive

What do the screens show for `CCc1ccc(C(=O)N2CCC(c3n[nH]c(=O)n3Cc3ccc(C)cc3)CC2)cc1`?
KDM5B inh: 18%

Results for NNC(=O)c1ccc(Cn2cc(Br)c(N)n2)cc1 ?
KDM5B inh: -2%

What do the screens show for `CC(C)c1ccc(S(=O)(=O)N2C[C@@H](F)C[C@H]2C(=O)N2CCOCC2)cc1`?
KDM5B inh: -3%

How did CCC(CC)C(=O)N1C[C@@H]2OCC(=O)N(CC3CC3)[C@@H]2C1 do in these assays?
KDM5B inh: 17%[86.2 µM]

How did COc1cc(COC(=O)c2cnc(C)cn2)c(OC)cc1Br do in these assays?
KDM5B inh: 6%

What do the screens show for `CCS(=O)(=O)N1CCc2cc(C(=O)N3CCN(c4cccc(C(F)(F)F)c4)CC3)ccc21`?
KDM5B inh: -41%

How did CCOc1ccc2cc(-c3ccc(OC)cc3)c(=O)oc2c1 do in these assays?
KDM5B inh: 47%

Results for Cc1ccc(C2=NOC(=O)/C2=C\c2ccc(C)o2)cc1 ?
KDM5B inh: inconclusive

How did CC(=O)c1ccccc1NS(=O)(=O)c1cc2c(cc1C)NC(=O)CO2 do in these assays?
KDM5B inh: -12%

This is a subset, so the mix of outcomes need not match the whole.
